# From PubChem BioAssay
# sdo1 growth = compounds rescuing growth of sdo1-depleted yeast, bone marrow failure model; AID 817; S. cerevisiae sdo1-depleted JHY4D growth rescue, OD600 30 h; stronger effect = higher value; pdr5 snq2 efflux-pump mutant strain; z-score at 10 µM; hit rate 0.21% among 140,000;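 active means z-score above 3 at both the 24 hr and the 30 hr optical density reads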;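 further: z-score against mean and SD of all compound wells on the same plate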
# Insulin prom inh = TRM-6 insulin promoter activity inhibition. TRM-6 cells (human fetal islet line), insulin promoter-eGFP reporter, imaging; reporter expression induced with tamoxifen. inhibition, % at 2 µM. hit rate 0.9% among 130,000;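 active means inhibition above the mean plus 3 SD, with well images judged a real hit on visual review, cut at about 60% in these data, passing the limit was not always enough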
# sdo1 growth Rescue 24 h = also measured in sdo1 growth; calls as there; z-score; S. cerevisiae sdo1-depleted JHY4D growth rescue, OD600; measured here: growth rescue at 24 h;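 0 is the plate mean of compound wells and units are plate SD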
# Starred values were filed as active, the others as inactive; i = inactive; / = not tested or not shown.
# Preview (2 entries):
smiles	sdo1 growth	sdo1 growth Rescue 24 h	Insulin prom inh
Cc1nc2c3cnn(-c4ccc(C)c(C)c4)c3ncn2n1	1.34	1.65	/
C/C(=N\NC(=O)CN(c1ccccc1Br)S(C)(=O)=O)c1ccc2c(c1)OCCO2	0.45	-0.03	17.9

# All compounds of this part (from the top)
smiles	sdo1 growth	sdo1 growth Rescue 24 h	Insulin prom inh
Cc1nc2c3cnn(-c4ccc(C)c(C)c4)c3ncn2n1	1.34	1.65	/
C/C(=N\NC(=O)CN(c1ccccc1Br)S(C)(=O)=O)c1ccc2c(c1)OCCO2	0.45	-0.03	17.9
Cc1oncc1-c1csc(-c2ccccc2Cl)n1	/	/	-7.0
O=C1CC(C(F)(F)C(F)(F)C(F)(F)C(F)(F)F)=Nc2ccccc2N1	0.22	0.55	27.0
Cc1ccc(C(=O)CSC2=NC(N)=C(C#N)C3(CCCCC3)C2C(N)=O)cc1 (stereo not given)	0.21	0.04	5.3
CCC(=O)N1CCc2cc(OC)c(OC)cc2C1COc1ccc(C(=O)OC)cc1 (stereo not given)	-0.32	-0.11	23.7
C/C(=N\NC(=O)Cc1cc(=O)[nH][nH]1)c1cccc([N+](=O)[O-])c1	0.76	0.9	-26.7
COC(=O)[C@@H]1CCCN1C(=O)CCc1nnc(CCC2CCCCC2)o1	/	/	30.4

# In a second layout: entries from further up.
sdo1 growth	sdo1 growth Rescue 24 h	Insulin prom inh	molecule
1.34	1.65	/	Cc1nc2c3cnn(-c4ccc(C)c(C)c4)c3ncn2n1
0.45	-0.03	17.9	C/C(=N\NC(=O)CN(c1ccccc1Br)S(C)(=O)=O)c1ccc2c(c1)OCCO2
0.22	0.55	27.0	O=C1CC(C(F)(F)C(F)(F)C(F)(F)C(F)(F)F)=Nc2ccccc2N1
0.76	0.9	-26.7	C/C(=N\NC(=O)Cc1cc(=O)[nH][nH]1)c1cccc([N+](=O)[O-])c1
-0.32	-0.11	23.7	CCC(=O)N1CCc2cc(OC)c(OC)cc2C1COc1ccc(C(=O)OC)cc1 (stereo not given)
/	/	-7.0	Cc1oncc1-c1csc(-c2ccccc2Cl)n1
/	/	30.4	COC(=O)[C@@H]1CCCN1C(=O)CCc1nnc(CCC2CCCCC2)o1

# Next part:
smiles	sdo1 growth	sdo1 growth Rescue 24 h	Insulin prom inh
CC1CCCC(NC(=O)CC2Nc3ccccc3NC2=O)C1C (stereo not given)	-1.02	-1.54	-23.1
COc1ccc(N(Cc2ccccc2)S(=O)(=O)c2cccc(C(=O)NC3=NCCS3)c2)cc1	0.35	0.75	-21.1
CC1=NNC(=O)C1CCC(=O)N/N=C\c1ccc(Cl)c(Cl)c1 (stereo not given)	/	/	0.0
CCOC(=O)C1CCCN(C(=O)Cn2nc(Cc3cccnc3)c3ccccc3c2=O)C1 (stereo not given)	1.46	1.7	/
c1coc(-c2nc3nc4ccccc4nc3n2CC2CCCO2)c1 (stereo not given)	0.8	0.53	-41.9
CCN1CCc2c(sc(NC(=O)c3ccc(S(=O)(=O)N4CCOCC4)cc3)c2C(=O)OC)C1	1.31	1.86	19.4
COc1cccc(-c2nc(-c3ccc(NC(=O)Cc4ccccc4OC)cc3)no2)c1	-0.4	0.97	66.7
COc1ccc(S(=O)(=O)NC(CC(=O)NCc2ccc3c(c2)OCO3)c2ccco2)cc1 (stereo not given)	1.02	1.08	/
Cc1ccccc1OCc1nc2ccccc2c(=O)n1/N=C/c1c[nH]c2ccccc12	-0.25	0.99	-14.3
CCc1c(O)nc(SCC(=O)Nc2ccccc2OC)[nH]c1=O	0.41	-0.02	-66.7
CCC(=O)N1CCc2cc(S(=O)(=O)CCC(=O)N3CCc4ccccc4C3)ccc21	0.94	1.39	-83.3
C=C(c1cccc2ccccc12)P(=O)(O)O	0.99	0.73	-28.9
CCCCCOC(=O)c1ccc(NC(=O)c2ccco2)cc1	-0.67	0.28	/
Cc1c2c(n3c(nc4ccccc43)c1C#N)N(c1ccccc1)CC2	0.3	0.11	-25.0
CC(C)(C)c1[nH]nc2c1C(c1ccco1)C(C#N)=C(N)O2 (stereo not given)	/	/	15.0
COc1cccc(CC(=O)N2CCN(c3ccccc3[N+](=O)[O-])CC2)c1	/	/	-83.3
C=CCN1C(=O)CN=C1Nc1cc(C)ccc1C	-1.11	-1.44	-54.5
Cc1c(Br)c([N+](=O)[O-])nn1CC(=O)Nc1ccc(Cc2ccncc2)cc1	0.41	0.05	18.8
COC(=O)c1c(-c2ccc(C)cc2)csc1NC(=O)Cc1ccc(OC)c(OC)c1	0.16	-0.44	-21.1
Cc1cc2c(ncn2C)c(NS(=O)(=O)c2ccccc2Cl)c1C	0.37	0.29	-16.7
CC1CCCCC1NCc1cccc([N+](=O)[O-])c1 (stereo not given)	/	/	25.0
CCOC(=O)c1cc(C)n(-c2ccc(OC)c(OC)c2)c1C	-0.3	-0.85	-39.3
CCN=C1SC(CC(=O)Nc2ccccc2OCC)C(=O)N1CC (stereo not given)	0.28	-0.14	i
Cc1ccc(N2C(S)=C(C#N)C(=O)NC2c2ccco2)cc1 (stereo not given)	/	/	31.4
COc1ccc(-c2nc3ccccc3c(=O)n2CCOc2cccc(C)c2C)cc1	0.41	0.67	/
COC1(OC)N=C(N)C2(C#N)C(c3ccccc3)NC(C)=CC12C#N (stereo not given)	0.46	0.02	27.0
CC1CC(C)CN(C(=O)c2ccc3c(c2)N(Cc2ccccc2)CCS3)C1 (stereo not given)	-2.77	-1.89	/
Cc1ccc(N2CN=C(c3ccccc3)NC2=S)cc1	-0.22	-0.2	10.7
Cc1cc(C)n(C(C)n2nc(C)cc2C)n1	0.14	0.17	57.1
CN=C(Nc1cc(Cl)ccc1Cl)SC1CC(=O)N(c2ccc(C(=O)OC)cc2)C1=O (stereo not given)	-1.23	-0.17	11.5
COc1nc(NCc2ccco2)nc(N2CCC(C)CC2)n1	-1.59	-0.52	/
Cc1cc(C(=O)c2cccs2)c(N)s1	-0.12	-0.43	/
Cn1c(CN2CCN(c3cccc(Cl)c3)CC2)nc2ccccc21	-1.93	-1.52	31.2
Cc1ccc(C(=O)N/C(=C\c2ccc(-c3cccc([N+](=O)[O-])c3)o2)C(=O)NC(C)(C)C)cc1	-1.9	-1.58	7.4
O=C(CC1(c2ccc(Cl)cc2)C2CC3CC(C2)CC1C3)NCCO (stereo not given)	/	/	-33.3
CCOC(=O)C1=C(c2ccccc2)OC(N)=C(C#N)C1c1ccco1 (stereo not given)	-0.67	-0.45	-12.5
Cc1cccc(CSc2nnc(-c3ccco3)n2C)c1	-0.05	-0.12	/
Fc1ccccc1CN1CCCCCCC1	2.04	2.62	54.8
O=C(NC(=S)Nc1ccccc1C(F)(F)F)c1ccccc1F	/	/	-58.8
CCOC(=O)C1CCN(C(=O)Cc2ccc(C)cc2)CC1	-0.18	-0.63	-42.9
CNS(=O)(=O)c1cc2c3c(cccc3c1)C(=O)NC2=O	/	/	-25.0
CC1=NOC(=O)/C1=C\c1ccc(-c2ccc(Cl)cc2Cl)o1	-0.89	-0.2	/
CNc1ncc(Cc2ccccc2)s1	1.23	2.77	16.7
CC(C)C(c1nnnn1C1CCCC1)N1c2ccccc2CC1C (stereo not given)	-0.35	0	/
O=c1c2ccccc2cnn1-c1ccc(Cl)nn1	/	/	-53.3
CCOC(=O)NCc1cc(-c2nn(C)c(=O)c3ccccc23)ccc1C	0.28	1.11	-271.4
CCCC(=O)Nc1ccccc1NC(=O)CN(C)S(=O)(=O)c1ccc(C)cc1	0.49	-0.13	-55.0
CCCN(CCC)C(=O)CC(c1ccc(F)cc1)c1ccco1 (stereo not given)	0.48	1.31	-62.2
Cc1ccc(S(=O)(=O)NC(=O)Nc2ccc(F)cc2)cc1	0.76	0.42	37.5
O=C(c1ccc(Cl)cc1)c1oc2ccccc2c1CS(=O)c1ccccc1 (stereo not given)	-1.69	-1.14	/
Cc1cccc(OCCC(=O)Nc2c(C)n(C)n(-c3ccccc3)c2=O)c1	0.78	1.71	57.1
COc1ccc(NC(=O)c2ccco2)cc1NC(=O)c1cccc(OC(C)C)c1	-0.68	0.13	/
O=C(NC1CCCCCCC1)c1ccc(CNc2c(N3CCOCC3)c(=O)c2=O)cc1	0.23	-0.48	/
CCCCCOC(=O)C1[C@H]2C(=O)N(c3ccccc3CC)C[C@]23C=C[C@H]1O3 (stereo not given in full)	0.75	1.05	/
COc1ccc(S(=O)(=O)N2CCC(C(=O)N3CCCCC3)CC2)cc1OC	-0.28	-0.91	/
CCC(C)[C@H](NC(=O)Nc1cccc(Cl)c1)C(=O)O (stereo not given in full)	2.57	0.44	-19.4

# (more compounds)
smiles	sdo1 growth	sdo1 growth Rescue 24 h	Insulin prom inh
Cc1nn(Cc2ccc(C(=O)N3CCOCC3)o2)c(C)c1Br	0.01	-0.93	15.4
COc1cc(C(=O)O/N=C(\N)c2ccncc2)cc(OC)c1OC	0.28	-0.12	/
O=S(=O)(N1CCOCC1)N1CCN(c2ccccc2F)CC1	-0.7	-0.82	1.2
COc1ccc(NC(=S)N2CCCC(CO)C2)c(OC)c1 (stereo not given)	-0.31	-1.1	/
COc1ccc2c(c1)[nH]c1c(=O)n(CCCn3ccnc3)cnc12	0.44	1.92	-6.2
COc1ccccc1N1CCN(C(=O)Nc2cccc(C)c2)CC1	0.35	0.01	19.4
CCCC(=O)C1=C(O)C(C(=O)OC)C(C)(C)CC1=Nc1ccccc1 (stereo not given)	-0.85	-0.49	-46.4
COc1ccc(OC)c(CNc2nc3ccccc3n2CCN2CCCCC2)c1	0.26	-0.33	/
CC(C)CNC(=O)c1ccc(NC(=O)c2ccccc2[N+](=O)[O-])cc1	-0.31	-0.61	16.2
FC(F)(F)c1cccc(N2CCN(c3nnnn3-c3ccccc3)CC2)c1	-0.32	-0.58	25.0
CCOC(=O)COc1cc(=O)n(CC)c2ccccc12	-0.22	-1.11	4.2
Cc1cc(C(=O)OCC(=O)Nc2nc(-c3ccccc3)cs2)c(C)o1	-0.1	1.56	3.2
COc1ccc(N2CCN(CC(O)COc3ccc([N+](=O)[O-])cc3)CC2)cc1 (stereo not given)	0.21	0.11	-41.9
CCOCCCNC(=O)C(c1ccc(OC)cc1)N(Cc1ccc2c(c1)OCO2)C(=O)c1ccccn1 (stereo not given)	/	/	16.7
Cc1ccc2c(c1)C(c1ccncc1)=NNC(c1ccc(F)cc1)=N2	/	/	41.7
CC1CN(C(=O)COC(=O)c2nn(-c3ccccc3)c(=O)c3ccccc23)CC(C)O1 (stereo not given)	/	/	-46.7
CN1C(=O)C(O)(CC(=O)c2cccc(-n3cccc3)c2)c2ccccc21 (stereo not given)	-0.86	-0.82	-17.1
O=C(Nc1c(-c2ccccc2)nc2ccccn12)c1ccco1	0.05	0.18	37.9
COc1ccccc1NC(=S)NCCN1CCOCC1	0.34	-0.38	-3.5
COc1ccc(NC2SC(=O)N(C)C2=O)cc1 (stereo not given)	/	/	41.7
CC(C)(C)n1nnnc1C(c1cccs1)N(Cc1ccccc1)Cc1cccnc1 (stereo not given)	-2.17	-1.17	-20.0
COc1ccc(OC)c2c1nc1n2CCS1	0.42	0.11	-2.8
CCOc1ccccc1N1CCN(Cc2ccc(OC)c(OC)c2OC)CC1	0.14	0.49	-186.7
Cc1sc2ncn(CC(=O)OC(C)C(=O)NC(C)(C)C)c(=O)c2c1C (stereo not given)	-0.31	-1.2	8.6
CCCCCc1nnc(NC(=O)C2COc3ccccc3O2)s1 (stereo not given)	/	/	0.0
Cc1cc(C)cc(OCC(=O)N/N=C/c2ccncc2)c1	-0.44	-0.92	10.0
Cn1nnnc1SCc1c(F)cccc1F	0.24	0.23	/
COc1ccc(C(=O)Nc2nc3c(s2)Cc2cc(OC)ccc2-3)cc1	0.1	1.94	23.1
Cn1c(-c2ccccn2)[n+](C)c2ccccc21	/	/	42.9
CC(C)NC(=S)N/N=C/c1cccs1	-0.06	-0.02	0.0
Cc1nc(SCC(=O)NCc2ccco2)nc(C)c1C	1.33	0.04	-14.3
CCCC(=O)Nc1sc(C(=O)OC)c(C)c1C(N)=O	-0.09	-0.38	/
Cc1cccc(N2C(S)=C(C#N)C(=O)NC2c2ccco2)c1 (stereo not given)	/	/	-6.7
CCOC(=O)C1C(=O)C=C(N2CCOCC2)CC1c1cccc(OC)c1 (stereo not given)	0.68	0.03	56.2
CN(C)c1ccc(N=C/C=C2\N(C)c3ccccc3C2(C)C)cc1	-0.98	-0.97	-6.0
O=C(NCc1ccc2c(c1)OCO2)C1CCCN(S(=O)(=O)c2cccs2)C1 (stereo not given)	0.34	-0.44	30.0
COc1ccc(OCC(=O)Nc2nnc(C)s2)cc1	0.41	0.99	-10.8
COc1ccc(NC(=O)c2sc3nc(Cc4ccccc4)cc(C(F)(F)F)c3c2N)cc1OC	0.73	1.27	-4.6
CN(C)/C=C(/C(=O)c1ccccc1Cl)S(C)(=O)=O	/	/	75.0*
c1ccc(-c2nn3c(-c4ccccc4)nnc3s2)cc1	-0.56	-0.72	15.4
Cc1ccc(C(=O)OCC(=O)NCc2ccco2)cc1	-0.14	-0.31	-20.0
O=C(CCCSc1nc2ccccc2[nH]1)Nc1ccccc1	0.04	-0.88	/
COc1ccc(-n2nc(C(=O)O)c3ccccc3c2=O)c(OC)c1	0.88	0.67	12.9
